HTT aggregate: qHTS Multiplex Assay to Identify Dual Action Probes in a Cell Model of Huntington: Aggregate Formation (GFP) | actives 1.1% (n = 220,000) | Potency, µM (highest dose often 46.1 µM), inactives show at the top dose activity change, negative = inhibition, usual class: inhibitors | AID 1688, 2009 | PC12 HttQ103-GFP aggregates, Acumen cytometry, 40 h; note: % is set by controls: 0 for no effect and ±100 for the full control effect; nearly all actives have a fitted effect of over 60% in size
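Using laser scanning cytometry, GFP-positive aggregates were counted after lysis of PC12 cells induced with 100 nM tebufenozide to express HTT exon 1 Q103–GFP. Compounds were tested in titration.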
RGS12 GoLoco inh: qHTS Assay for Inhibitors of RGS12 GoLoco Motif Activity (Red Fluorophore); Potency, µM (doses to about 61.6 µM), for inactives: at the highest dose activity, negative = inhibition, usual class: inhibitors; AID 880, 2007; Gai1:RGS12 GoLoco peptide FP, rhodamine, 10 min; actives 0.44% (n = 230,000); active = well fitted inhibition curve with a large enough effect, not every such curve was filed as active; inactive = no such curve, though single readings can be large or run the other way; note: % is set by controls: 0 for no effect and ±100 for the full control effect; nearly all actives have a fitted effect of over 30% in size; many of its hits are not listed in these tables
Target sequence (P63096 whole entry, looked up): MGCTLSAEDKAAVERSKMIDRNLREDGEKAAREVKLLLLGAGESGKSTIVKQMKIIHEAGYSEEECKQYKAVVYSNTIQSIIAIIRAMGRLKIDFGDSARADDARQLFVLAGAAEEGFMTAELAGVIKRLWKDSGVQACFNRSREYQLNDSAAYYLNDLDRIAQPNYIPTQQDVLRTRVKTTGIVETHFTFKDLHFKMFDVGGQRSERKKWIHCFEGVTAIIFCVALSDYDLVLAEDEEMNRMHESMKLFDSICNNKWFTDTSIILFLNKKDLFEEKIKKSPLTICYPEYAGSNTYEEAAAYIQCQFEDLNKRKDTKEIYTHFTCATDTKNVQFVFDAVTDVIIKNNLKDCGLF
HTT cytoprotect: qHTS Multiplex Assay to Identify Dual Action Probes in a Cell Model of Huntington: Cytoprotection (ATP); PC12 HTT-Q103 induced, cytoprotection, ATP luminescence, 40 h; Potency, µM (top dose mostly 56.4 µM), for the others: cytoprotection (ATP increase), hits mostly activators; actives 0.14% (n = 230,000);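 note: % of control where 0% means no effect; nearly all actives have a fitted effect of over 45% in size; toxic huntingtin expression switched on by the ecdysone agonist tebufenozide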
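PC12 cells with ecdysone-inducible HTT exon 1 Q103-GFP, induced with 100 nM tebufenozide and co-treated with library compounds in a dose series (1536-well, 1500 cells/well). Cytoprotection read as ATP content by ATPlite luminescence.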
GAA inh: qHTS Assay for Inhibitors of Human alpha-Glucosidase as a Potential Chaperone Treatment of Pompe Disease | purified human GAA, 4-MU-alpha-glucoside fluorescence | Lysosomal alpha-glucosidase (Homo sapiens), P10253 | actives 0.005% (n = 200,000) | Potency, µM (titrated, usually from 76.9 µM), without a hit: at the top dose activity change, negative = inhibition, usual class: inhibitors;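 note: plate controls were uninhibited enzyme wells for no effect and no-enzyme background for full effect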
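Compounds are titrated up to 77 uM against 4 nM human enzyme. Substrate 4-methylumbelliferyl-alpha-D-pyranoside (400 uM) reacts 20 min at room temperature in pH 5.0 buffer; liberated 4-methylumbelliferone is read at 440 nm.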
GAA glycogen mod: qHTS Assay for Inhibitors and Activators of Human alpha-Glucosidase Cleavage of Glycogen; Potency, µM (highest dose often 76.4 µM), for inactives: at the top dose activity change, negative = inhibition, hits mostly inhibitors; Lysosomal alpha-glucosidase (Homo sapiens), P10253; recombinant GAA, glycogen substrate, Amplex Red glucose oxidase fluorescence; actives 0.38% (n = 300,000);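 note: 0% = full enzyme reaction and -100% = no-enzyme basal signal; the screen sought inhibitors and activators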
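qHTS, 1536-well; enzyme 4 nM final; cpd up to 77 uM; substrate bovine liver glycogen 30 ug; 50 mM citrate/phosphate pH 5.0, 0.01% Tween-20; 37 C, 40 min; Amplex Red detection 45 min RT; Hill fit → AC50.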
IMPase Li inh: qHTS Assay for Identifying the Cell-Membrane Permeable IMPase Inhibitors: Potentiation with Lithium; AID 1457, 2008; actives 0.35% (n = 210,000); CHO-M1 cells, IP1 TR-FRET (IP-One), carbachol + lithium; Potency, µM (series often up to 59.4 µM), inactives show at the top dose activity, negative = IMPase inhibition, most hits filed as inhibitors;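 note: IP1 builds up when IMPase is blocked and the TR-FRET signal falls; plate controls were basal vehicle for no effect and high inhibitor control for full effect; nearly all actives have a fitted effect of over 50% in size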
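CHO-M1, 2000 cells/well, 16–30 h culture; cpd + low Li+, 30 min 37C; lysis with d2-IP1/Eu-anti-IP1 Ab, 10 min RT; TR-FRET 665/620 ratio and 620 channel; AC50 via Hill.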
aGlu spleen mod: qHTS Assay for Inhibitors and Activators of Human alpha-Glucosidase From Spleen Homogenate | actives 0.006% (n = 240,000) | Lysosomal alpha-glucosidase (Homo sapiens), P10253 | human spleen homogenate, 4-MU-alpha-glucoside fluorescence | AID 2112, 2009 | Potency, µM (top dose mostly 79.9 µM), for the others: at the highest dose activity change, negative = inhibition, usual class: inhibitors;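 note: 0% = enzyme with vehicle and -100% = no enzyme basal signal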
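AC50 values come from Hill-equation fits of concentration-response data, normalized to no-enzyme and full-activity controls. Enzyme source: 1 ug human spleen homogenate; 1 mM fluorogenic 4-MU glucoside, pH 5.0 citrate buffer, 37 C, 40 min.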
* marks the source's active call; other numbers are inactive results; ? = inconclusive; . = not tested or not shown; [ ] = dose if it differs, or a comment. Unless noted, calls come from the whole dose curve; as a rule, active = well fitted curve in the direction sought with a large enough effect; inconclusive = small, poorly fitted or top-dose-only effect, or another doubt; inactive = no such curve, though single readings can be large; an effect the other way counts as inactive or inconclusive. Potency is the fitted concentration of half-maximal effect. A portion of the library. The share of hits here may be higher or lower than overall.

The line under a structure holds: HTT aggregate, RGS12 GoLoco inh, HTT cytoprotect, GAA inh, GAA glycogen mod, IMPase Li inh, aGlu spleen mod
O=C(Nc1nnc(-c2ccncc2)o1)c1ccc(Br)s1
    11µM*, 8%, -110%[inhibitor], -7%, 11%, -10%, -4%
COc1cccc(CNC(=O)C(=O)NCC(c2ccco2)N2CCOCC2)c1 (stereo not drawn)
    -1%, -5%, 28%[10 µM], -4%, 5%, 4%, -8%
COc1cc(/C=N/NC(=O)C(=O)N2CCCC2)ccc1O
    -1%, 4%, 8%[10 µM], ?, ?, 23%[38.3 µM], 0%
O=C1N(Nc2ccccc2)C(c2ccc(Br)cc2)C12CCCC2 (stereo not drawn)
    5%, 1%, 5%, 3%, -10%, 9%[38.3 µM], -3%
CCC1=NC(c2ccccc2)N(O)C1(C)C (stereo not drawn)
    1%, 8%, -7%, 0%, 17%, -14%[38.3 µM], 1%
CCCCCC1=C2CNC(CCC)(C(=O)OC)C=C2C(C)C1=O (stereo not drawn)
    ., 0%, -49%[inhibitor], ., ., 13%, 4%
c1ccc(C2=Nc3ccccc3NC(c3ccccc3)C2)cc1 (stereo not drawn)
    20%, 10%, 1%, -3%, ?, 17%[38.3 µM], 4%
O=C(CCNS(=O)(=O)c1cccc2nonc12)NC1CCCCCC1
    7%, 4%, -19%, -13%, 4%, 0%, -4%
COc1ccc(/C=N/NC(=O)c2cc(=O)[nH]c3ccccc23)cc1OC
    -8%, -2%, -22%, 8%, 7%, -7%, -5%
CSc1ccccc1NC(=O)CN(C)C(=O)c1cccc(S(=O)(=O)N(C)C)c1
    9%, 10%, ., -3%, 10%, -2%, 3%
Cc1ccccc1NC(=O)CN1C(=O)NC2(CCCCC2)C1=O
    -7%, -2%, -10%[10 µM], -11%, 12%, -12%[38.3 µM], 4%
COc1ccc(C(=O)C2CCCN(Cc3cccn3-c3ccccn3)C2)cc1F (stereo not drawn)
    -3%[9.22 µM], 12%, 13%[10 µM], 8%, 4%, 16%, -5%
COc1ccc(S(=O)(=O)Nc2ccc3c(c2)n(C)c(=O)n3C)cc1
    -12%, -5%, -14%, 4%, 13%, 1%, 2%
O=C(COc1ccccc1)Nn1cnc2ccccc21
    -15%, 3%, -17%[10 µM], -1%, -4%, -8%[38.3 µM], -10%
O=C(/C=C/c1cccc([N+](=O)[O-])c1)NCCSCc1ccc(Cl)cc1
    -25%, -4%, -3%[10 µM], 0%, 3%, 27%, -5%

Quoted at random: 2 entries already listed, in no set order.
The line under a structure holds: HTT aggregate, RGS12 GoLoco inh, HTT cytoprotect, GAA inh, GAA glycogen mod, IMPase Li inh, aGlu spleen mod
COc1ccc(C(=O)C2CCCN(Cc3cccn3-c3ccccn3)C2)cc1F (stereo not drawn)
    -3%[9.22 µM], 12%, 13%[10 µM], 8%, 4%, 16%, -5%
c1ccc(C2=Nc3ccccc3NC(c3ccccc3)C2)cc1 (stereo not drawn)
    20%, 10%, 1%, -3%, ?, 17%[38.3 µM], 4%

Later entries:
The line under a structure holds: HTT aggregate, RGS12 GoLoco inh, HTT cytoprotect, GAA inh, GAA glycogen mod, IMPase Li inh, aGlu spleen mod
CC(C)C(=O)N1CCC(c2nc(-c3ccc(S(=O)(=O)N4CCCC4)cc3)no2)CC1
    -2%, 2%, 2%, 0%, 0%, -9%[38.3 µM], -6%
NC(=O)c1sc2nc3c(c(-c4cccnc4)c2c1N)CCC3
    -30%, 13%, ., -1%, 0%, -5%, 0%
NC(=S)N/N=C1\CC(c2ccc3c(c2)OCCCO3)Oc2ccc(F)cc21 (stereo not drawn)
    -6%[9.22 µM], 7%, 24%[10 µM], ., -24%, ., -8%
CCCn1nc(Oc2nc(NCC)nc(NCC)n2)ccc1=O
    8%, 2%, -8%, 9%, 6%, -4%[38.3 µM], 1%
Cc1cccc(N2CCN(C(=O)CN3CCOc4ccccc43)CC2C)c1 (stereo not drawn)
    10%, -3%, -1%, -14%, 15%, 3%[38.3 µM], -3%
O=C(CSc1nnc(CNC(=O)c2ccccc2F)o1)NCCc1ccccc1
    -1%, 7%, -6%, -10%, -13%, 27%[38.3 µM], 2%
CCOC(=O)N1CCC(n2c(SCC(=O)N3CCC(C)CC3)nc3ccccc3c2=O)CC1
    -23%, 8%, -51%[inhibitor], -5%, -9%, 9%[38.3 µM], -5%
CCN(CC)Cc1c(O)c(Cl)cc2c(C)c(C)c(=O)oc12
    4%[9.22 µM], 1%, 9%, ?, 0%, ?, ?
O=C(O)CCCC/C=C\C[C@@H](O)/C=C/C=C/C=C\[C@@H](O)CCCC(=O)O
    ., 1%, -18%, ., ., 22%, -5%
CCOC(=O)N1CCC(=NNS(=O)(=O)c2cccc([N+](=O)[O-])c2)CC1
    14%, -23%, 14%, -4%, 1%, 15%[38.3 µM], -1%
O=C(N/N=C/c1cccs1)c1cc(-c2cccc3ccccc23)n[nH]1
    ?, 4%, 2%[10 µM], -4%, 3%, 3%, -9%
OC(CC#CCN1CCCC1)(c1ccccc1)c1ccccc1
    4%[9.22 µM], 3%, ?, ., 5%, ., 2%
O=c1c(-c2c(O)cc(O)c3c(=O)cc(-c4ccc(O)cc4)oc23)c(-c2ccc(O)cc2)oc2cc(O)cc(O)c12
    18%[9.22 µM], 13%, 21%[10 µM], ., -7%, ., -5%
O=C(C1CCN(S(=O)(=O)N2CCC3(CC2)OCCO3)CC1)N1CCc2ccccc2C1
    -21%, 11%, -1%, 2%, -3%, 30%[38.3 µM], -18%
C=CCOC(=O)C(C#N)c1nc2ccccc2nc1N1CCN(c2ccccc2OCC)CC1 (stereo not drawn)
    24%, -1%, -7%[10 µM], 7%, -7%, 3%, -5%

A few values from above:
Result for Cc1ccccc1NC(=O)CN1C(=O)NC2(CCCCC2)C1=O in GAA inh: -11%
Result for COc1cc(/C=N/NC(=O)C(=O)N2CCCC2)ccc1O in RGS12 GoLoco inh: 4%
Result for CC(C)C(=O)N1CCC(c2nc(-c3ccc(S(=O)(=O)N4CCCC4)cc3)no2)CC1 in aGlu spleen mod: -6%

(next part)
The line under a structure holds: HTT aggregate, RGS12 GoLoco inh, HTT cytoprotect, GAA inh, GAA glycogen mod, IMPase Li inh, aGlu spleen mod
O=C(O)c1[nH]c2ccccc2c1CC(=O)N1CCN(c2ccccc2)CC1
    3%, 4%, -18%, 2%, -3%, -5%, -9%
COc1ccc(-n2c(=O)cc(N3CCN(c4ccccc4F)CC3)[nH]c2=O)cc1
    1%, 7%, 1%, ?, 3%, 13%[38.3 µM], -18%
Cc1c(NC(=O)c2c(F)c(F)c(F)c(F)c2F)c(=O)n(-c2ccccc2)n1C
    13%, 12%, 6%, -3%, -10%, 8%[38.3 µM], 2%
CCn1c(SCC(=O)N2CCC(C)CC2)nnc1-c1ccc(S(=O)(=O)N2CCN(C)CC2)cc1
    -11%, -9%, 20%, -4%, 2%, 15%[38.3 µM], 0%
O=C(COc1cc(Cl)ccc1Cl)Nc1nnc(CC(=O)N2CCOCC2)s1
    -7%, 1%, 8%[0.074 µM], 2%, 6%, -7%, -4%
CCOC(=O)c1[nH]c2ccccc2c1NC(=O)c1ccc(S(=O)(=O)N2CCCC2)cc1
    -2%, -4%, ., 1%, 7%, 20%, 3%
COc1ccc(/C=N/NC(=O)c2c(C)nc3ccccn23)cc1[N+](=O)[O-]
    1%[9.22 µM], -15%, -3%[10 µM], ?, 1%, ., 1%
Cc1ccc(S(=O)(=O)NNC(=S)Nc2c(Cl)cccc2Cl)cc1
    6%[9.22 µM], 3%, 7%[10 µM], 2%, ?, ., 1%
O=C(NC(=S)Nc1ccc2c(c1)OCCO2)c1cccc2ccccc12
    ?, 10%, ., -6%, 1%, 3%, -3%
N/C(CSc1nc(-c2ccccc2)c(-c2ccccc2)o1)=N\O
    -5%, -34%, -8%, -5%, -14%, -4%[38.3 µM], 4%
CN1CCN(c2ncc3ncc(=O)n(CCc4ccccc4)c3n2)CC1
    ., -3%, 0%, ., ., 21%, 2%
Cc1ccc(C(=O)N2CCN(C(=O)CN3CCOCC3)C2)cc1
    -1%, -7%, -6%[10 µM], -1%, -10%, 7%[38.3 µM], 2%
Cc1cc([N+](=O)[O-])ccc1NC(=O)c1cccc(NC(=O)C(C)C)c1
    2%, -6%, ., 0%, 1%, 13%, 6%
COc1ccc(NC(=O)CSc2nnc(Cc3cccs3)n2-c2ccc(C)cc2)cc1
    28%, 9%, 12%, -2%, -3%, 22%[38.3 µM], 0%
COc1ccc(CNc2ccnc(-c3cccc(C#N)c3)n2)c(OC)c1
    ., 14%, -113%[inhibitor], ., ., 26%, -7%
Cn1c(=O)c2c(-c3ccccc3)n(CCCN3CCOCC3)cc2n(C)c1=O
    -14%, 14%, -27%[0.074 µM], -3%, -13%, -1%[38.3 µM], -6%
COc1ccc(CN(CC2CCCO2)C(=O)c2cc3sccc3n2C)c(OC)c1 (stereo not drawn)
    ., 12%, ., 7%, 5%, 30%[activator], -2%
O=C(Nc1cccc(-c2nc3ncccc3o2)c1)c1ccco1
    12%[9.22 µM], 19%, -12%, 2%, -2%, 14%[38.3 µM], -7%

Among those listed so far, 5 have an NH in an aromatic ring:
The line under a structure holds: HTT aggregate, RGS12 GoLoco inh, HTT cytoprotect, GAA inh, GAA glycogen mod, IMPase Li inh, aGlu spleen mod
COc1ccc(/C=N/NC(=O)c2cc(=O)[nH]c3ccccc23)cc1OC
    -8%, -2%, -22%, 8%, 7%, -7%, -5%
O=C(N/N=C/c1cccs1)c1cc(-c2cccc3ccccc23)n[nH]1
    ?, 4%, 2%[10 µM], -4%, 3%, 3%, -9%
O=C(O)c1[nH]c2ccccc2c1CC(=O)N1CCN(c2ccccc2)CC1
    3%, 4%, -18%, 2%, -3%, -5%, -9%
COc1ccc(-n2c(=O)cc(N3CCN(c4ccccc4F)CC3)[nH]c2=O)cc1
    1%, 7%, 1%, ?, 3%, 13%[38.3 µM], -18%
CCOC(=O)c1[nH]c2ccccc2c1NC(=O)c1ccc(S(=O)(=O)N2CCCC2)cc1
    -2%, -4%, ., 1%, 7%, 20%, 3%

Source: PubChem BioAssay (National Center for Advancing Translational Sciences (NCATS))
